eIF2B yeast act – eIF2B (yeast) activity modulation. S. cerevisiae eIF2B-epsilon R284H, GCN4-lacZ luminescence. inhibition, % at 25 µM (by protocol). hit rate 0.91% among 27,000;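 active = mutant luminescence inhibited past about 50% while wild type luminescence and mutant growth stay under set limits, limit read from the data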; also: some compounds called inactive have numbers as strong as hits
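material = yeast eIF2B-epsilon R284H mutant carrying GCN4–beta-galactosidase fusion | schedule = 16 h growth with compound at 30 °C, 90 min Beta-Glo step | measured by = luminescence and A595 | compound dosing = one concentration, 25 µM, 0.25% DMSO | read-out basis = % inhibition of reporter signal and growth versus controls | buffer or medium = YPD medium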
Yeast growth tox – Inhibits yeast growth, turbidity readout; S. cerevisiae wild-type growth, A595 turbidity, 16 h; growth inhibition, % at 25 µM (by protocol); hit rate 0.3% among 30,000;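 active = mutant and wild-type yeast strains alike exhibit over 30% growth inhibition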;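 also: 0% = untreated cell controls and 100% = YPD media blanks without cells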
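Incubation: 16 h growth with compound, 30 °C; Material: S. cerevisiae wild-type or eIF2Bepsilon-R284H mutant strain; Signal: turbidity measured as absorbance at 595 nm; Medium: YPD yeast growth medium; Measure: growth inhibition (%) versus cell controls and blanks; Doses: 25 µM single dose.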
Yeast growth tox inhibition % – also measured in Yeast growth tox; calls as there; growth inhibition, %; S. cerevisiae eIF2Bepsilon-R284H mutant growth, A595 turbidity, 16 h;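 each compound tested once at 25 µM; 0% equals untreated cells and 100% equals cell-free medium blanks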
eIF2B yeast act mutant toxicity – recorded beside eIF2B yeast act, whose call it bears; growth inhibition, %; measured here: mutant yeast growth, toxicity;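 each compound tested once at 25 µM; zero equals untreated control growth and 100 equals blank medium absorbance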
An asterisk follows results filed as active; / = not tested or not shown.

SMILES,Yeast growth tox,Yeast growth tox inhibition %,eIF2B yeast act mutant toxicity,eIF2B yeast act
O=C(O)c1ccccc1C(=O)NCC(O)COCC1CC=CCC1 (stereo unspecified),-4,-8,-8,28
Cc1ccc(-n2c(N)c(C(=O)N3CCOCC3)sc2=S)cc1,-4,13,13,2
C=CCNc1nc(NCc2ccco2)nc(OCC)n1,6,-38,-38,21
O=C(OCn1nnc2ccccc2c1=O)c1cn(-c2ccccc2)nc1-c1cccnc1,-38,-5,-5,-8
COc1cccc(CNC(=O)c2cc3oc4ccccc4c3n2C)c1OC,-9,7,7,10
CC(C)Oc1ccc(Oc2ccc(C(F)(F)F)cn2)cc1,6,8,8,15
C=CCn1c(N)c(C(=O)N2CCOCC2)sc1=S,13,4,4,7
COCCNC(=O)C(c1ccc(F)cc1)N(CCOC)C(=O)CCC(=O)Nc1nccs1 (stereo unspecified),9,3,3,5
Cc1ccc(NC(C(N)=O)c2c(C)[nH]c(=O)[nH]c2=O)cc1 (stereo unspecified),0,0,/,10
COc1ccc(O)c(C(=O)c2cnc3onc(C(C)C)c3c2)c1,8,-11,-11,37
CCCCCCOC(=O)C(C#N)c1nc2ccccc2nc1N1CCOCC1 (stereo unspecified),-1,-15,-15,5
CC1CCN(C(=O)CC2C(=O)Nc3c2c(=O)n(C)c(=O)n3Cc2ccccc2)CC1 (stereo unspecified),4,-14,-14,-2
CCCNC1=C(C)C(=O)CC1,-2,48,48,10
O=C(NCC(c1cccnc1)N1CCN(c2ccc(F)cc2)CC1)C1CCCCC1 (stereo unspecified),-8,-2,-2,4
CC(=O)NCCc1cc2ccc(C)cc2[nH]c1=O,1,19,/,/
CCCN(CCC)S(=O)(=O)c1ccc(NC(=O)C2CCCO2)cc1 (stereo unspecified),4,16,16,-14
Cc1occc1C(=O)Nc1ccccc1C(=O)O,7,7,/,/
CN(C)S(=O)(=O)c1ccc(C(=O)Nc2ccc(CCC(=O)N3CCCC3)cc2)cc1,-3,-8,-8,30
CC1(C)NC(=O)N(CCCCSc2ccc(Cl)cc2)C1=O,21,16,16,23
CCOc1ccccc1CN1CCC(O)CC1,12,22,22,19
Cc1nc(SCC(=O)NC2CCCC2)[nH]c(=O)c1Cc1ccccc1,13,29,29,11
COC(=O)Cc1ccc(NC(=O)c2cccs2)cc1,-3,-5,-5,13
COc1ccc(C(=O)C(CN2CCOCC2)c2ccccc2)cc1 (stereo unspecified),-8,11,11,-15
O=c1nc2n(c3ccccc13)Cc1ccccc1-2,9,-3,-3,29
Cc1cccc(Nc2nc(N)nc(CSc3nccn3C)n2)c1,2,-29,-29,6
O=C(Nc1nccs1)c1csc2c1CCCC2,22,8,8,34
CCOc1ccc2nc(NCCCNS(=O)(=O)c3ccccc3)c(C#N)cc2c1,15,7,7,23
c1ccc(-c2nnc(CN3CCC4(CC3)OCCO4)o2)cc1,/,/,/,1
O=c1[nH]nc(CSCc2ccccc2Cl)[nH]1,-4,-3,-3,13
O=C(NCCc1c[nH]c2ccccc12)Nc1ccccc1,-21,-5,-5,17
CC1CCc2c(C(=O)N3CCN(S(=O)(=O)c4cccs4)CC3)csc2C1 (stereo unspecified),11,-4,-4,-30
CCCC(=O)NC(Nc1ccc(S(=O)(=O)Nc2cc(C)on2)cc1)(C(=O)OCC)C(F)(F)F (stereo unspecified),2,4,4,31
O=C(CN(c1ccccc1F)S(=O)(=O)c1ccccc1)NC1CCCCCC1,14,0,/,22
CCOC(=O)Nc1ccc2c(c1)N(C(=O)C(C)N1CCCC1)c1ccccc1CC2 (stereo unspecified),1,12,12,18
COc1ccc(-n2c3c(cc(C(=O)NC4CCSC4=O)c2=O)C(=O)CC(C)(C)C3)cc1 (stereo unspecified),21,6,6,15
COc1ccc2[nH]c(C(=O)O)c(NS(=O)(=O)c3ccc(Cl)s3)c2c1,21,17,17,22
OCC(C#CCN1CCCCC1)NCc1ccccc1 (stereo unspecified),7,0,/,-15
COc1ccc(NC(=O)N2CCC(n3nnc4cc(C)ccc43)CC2)cc1,5,12,12,29
Cc1ccc(C(=O)Nc2cc(C)c(OCC(=O)N3CCOCC3)c(C)c2)cc1,6,17,17,21
Cc1cc(C(=O)Nc2nnc(C3CCCCC3)s2)no1,-1,-17,/,51*
COc1ccc(/C=N/Nc2ccccc2)cc1Cn1nc(C)c([N+](=O)[O-])c1C,6,14,/,/
COC(=O)c1c(C)n(-c2ccc(C)cc2)c2ccc(O)cc12,25,9,/,/
CCCCn1c(=N)n(CC(O)COc2ccccc2)c2ccccc21 (stereo unspecified),-7,4,/,/
CCN(C(=O)c1c(OC)cccc1OC)c1nnc(-c2cccnc2)s1,25,0,/,6
O=C(CCN1CCCCC1)NCC1OCCc2ccccc21 (stereo unspecified),/,/,/,3
CCCCn1c(=O)n(CC(=O)Nc2c(CC)cccc2CC)c(=O)c2c1nc(CO)n2CCC,12,0,/,-25
CN(CC(=O)NCc1ccc(Cl)cc1)S(=O)(=O)c1cccc2nsnc12,0,11,11,10
CCOC(=O)c1ccc(NCc2ccc3c(c2)OCO3)cc1,8,7,7,4
O=C(O)C1CCCCC1C(=O)Nc1cccc2ccccc12 (stereo unspecified),12,32,32,30
O=c1c(O)c(-c2cccs2)oc2ccc(Cl)cc12,38,19,/,/
CCC(=O)Oc1c(-c2ccccc2)c2nc3ccccc3nc2c2ccccc12,/,/,/,-30
CCn1c(SCC(=O)Nc2ccc(S(=O)(=O)Nc3ccccn3)cc2)nnc1-c1ccncc1,/,/,/,31
O=C1NC(NS(=O)(=O)c2ccc(Cl)cc2)(C(F)(F)F)C(=O)N1Cc1cccnc1 (stereo unspecified),20,18,18,9
COC(=O)CSc1nc2nc(C)c(Br)cc2[nH]1,-11,-8,-8,-47
O=C(CN1C(=O)C2C3C=CC(C3)C2C1=O)Nc1nc(SCc2ccc(Cl)cc2)n[nH]1 (stereo unspecified),18,12,12,9
CC1=CC(C)(C)N(C(=O)c2ccc(F)cc2)c2cc3c(cc21)OCO3,4,-11,-11,10
Cn1cc(C(=O)N2CCN(c3ccccn3)CC2)c(=O)c2cc(S(=O)(=O)N3CCOCC3)ccc21,-14,0,/,31
CCOC(=O)N1CCN(C(=O)CNS(=O)(=O)c2cccs2)CC1,8,-11,-11,5
O=C(CCN1CCN(c2ccccc2)CC1)Nc1ccc2c(c1)OCO2,7,4,4,7
COc1ccc(C(=O)N2CCN(S(=O)(=O)N3CCOCC3)CC2)cc1OC,-32,-2,-2,-10

Other records:
SMILES,Yeast growth tox,Yeast growth tox inhibition %,eIF2B yeast act mutant toxicity,eIF2B yeast act
CCNS(=O)(=O)c1ccc(C(=O)Nc2ccccc2)cc1,11,13,13,12
CCOc1ccc(NC(=O)c2ccc3snnc3c2)cc1,/,/,/,-7
COCCN(CCOC)C(=O)c1c[nH]c2ccc(S(=O)(=O)N(C)c3ccc(F)cc3)cc2c1=O,6,0,/,17
COc1ccc(-c2nc3cc(NC(=O)c4ccc5c(c4)OCO5)ccc3o2)cc1,-16,-6,-6,11
CSCC[C@H](NC(=O)NCCC1=CCCCC1)C(=O)O,7,10,10,-13
Cc1noc(C)c1C(=O)Nc1sc(C)c(-c2ccccc2)c1C#N,/,/,/,26
CCOC(=O)N1CCC(O)(c2cc(C)c(C)cc2C)CC1,0,7,7,3
CCCn1c(SCC(=O)N2c3ccccc3CC2C)nnc1-c1ccco1 (stereo unspecified),2,7,7,13
Cc1[nH]c2ccccc2c1NC(=O)CN1CCN(Cc2ccc3c(c2)OCO3)CC1,-2,-5,-5,-37
N#Cc1nc(-c2ccc(Cl)cc2)oc1NCCc1ccccn1,-5,-33,-33,-9
Cc1cc(C)c2[nH]c(=O)c(C(c3nnnn3Cc3ccc4c(c3)OCO4)N3CCC(C)CC3)cc2c1 (stereo unspecified),/,/,/,20
CCOC(=O)CNC(=O)CSc1ncnc2c1cnn2-c1ccc(Cl)cc1,/,/,/,-3
Cc1nnc(NC(=O)c2ccc(C)c(S(=O)(=O)N3CCCCCC3)c2)s1,-34,-34,-34,28
COc1ccc(Nc2nc3ccccc3nc2-n2nc(C)cc2C)cc1,7,0,/,14
CCNc1nc(OCCNC(C)=O)nc(N(C)C)n1,-2,-9,-9,26
COC(=O)c1[nH]c2cc(OC)ccc2c1NC(=O)CCN1CCN(Cc2ccc3c(c2)OCO3)CC1,16,19,19,25
c1ccc(Cc2nc3ccccc3o2)cc1,23,12,12,20
COc1ccc(-c2nnc(-c3ccc(N)cc3)o2)cc1,15,25,/,/
CNS(=O)(=O)c1cccc(C(=O)NCC(c2cccs2)N(C)C)c1 (stereo unspecified),-17,-11,/,/
CCCCn1nnnc1NCc1ccc(OC)c(OC)c1OC,16,11,11,-30
COC(=O)c1cccc(COC(=O)c2cccnc2SC)c1,-10,-10,-10,3
CC(=O)NCC(=O)NC(Cc1ccccc1)C(N)=O (stereo unspecified),11,-5,-5,4
Cn1cc(Br)c(C(=O)Nc2sc3c(c2C(N)=O)CCC3)n1,10,17,17,-52
CCn1c(CCNC(=O)c2cccs2)nnc1SCC(=O)Nc1cccc(Cl)c1,-6,-3,-3,-2
O=C(NCc1ccccn1)c1cn(Cc2ccccc2)nn1,-2,-8,-8,-9
CCc1ccc(NC(=O)N(Cc2cccnc2)Cc2ccco2)cc1,18,19,19,21
Cc1csc(SCC(=O)NC23CC4CC(CC(C4)C2)C3)n1,18,12,12,7
Cc1nn(CC#N)c(=O)n1-c1cccc(F)c1,16,15,15,16
Cc1ccc(NC(=O)CN(C)C(=O)CSc2n[nH]c(N)n2)cc1,15,15,/,/
CCOC(=O)C1CCCN(S(=O)(=O)c2cccc3cccnc23)C1 (stereo unspecified),-2,4,4,13

Sorted by heavy-atom count (low to high): seven of the compounds above
SMILES,Yeast growth tox,Yeast growth tox inhibition %,eIF2B yeast act mutant toxicity,eIF2B yeast act
Cc1nn(CC#N)c(=O)n1-c1cccc(F)c1,16,15,15,16
CC(=O)NCC(=O)NC(Cc1ccccc1)C(N)=O (stereo unspecified),11,-5,-5,4
COC(=O)c1cccc(COC(=O)c2cccnc2SC)c1,-10,-10,-10,3
CCCCn1nnnc1NCc1ccc(OC)c(OC)c1OC,16,11,11,-30
CCOC(=O)C1CCCN(S(=O)(=O)c2cccc3cccnc23)C1 (stereo unspecified),-2,4,4,13
CCc1ccc(NC(=O)N(Cc2cccnc2)Cc2ccco2)cc1,18,19,19,21
CCn1c(CCNC(=O)c2cccs2)nnc1SCC(=O)Nc1cccc(Cl)c1,-6,-3,-3,-2

Later entries
SMILES,Yeast growth tox,Yeast growth tox inhibition %,eIF2B yeast act mutant toxicity,eIF2B yeast act
CCOC(=O)C1=C(CN2CCc3ccccc32)NC(=O)NC1c1cccc([N+](=O)[O-])c1 (stereo unspecified),-1,-17,-17,15
COc1ccc(C(=O)N2CCN(S(=O)(=O)c3ccc(Cl)cc3)CC2)cc1OC,13,11,11,29
Cc1cc(NC(=O)c2ccc(NC(=O)C(C)C)cc2)no1,4,-2,/,/
C=CCNC(=O)NC(=O)COC(=O)/C(C#N)=C/c1cc(C)n(CCC(C)C)c1C,11,14,14,-8
Cc1ccc(-c2cc(C(F)F)n3ncc(C(=O)N4CCN5CCCC5C4)c3n2)cc1 (stereo unspecified),-16,6,/,/
CCOCCn1c(N(C)Cc2ccccc2)nc2c1c(=O)[nH]c(=O)n2C,2,4,4,20
CSc1ccccc1NC(=O)C1CCCO1 (stereo unspecified),13,19,19,7
C=CCSc1nnc(-c2c[nH]c3ccccc23)n1CCOC,22,-9,-9,19
O=C(Nc1ccc(Cl)cc1)[C@@H]1[C@@H]2C(=O)N(c3ccc4ccccc4c3)C(=O)[C@@H]2[C@H]2C=CC=NN21,-11,-20,-20,34
Cc1ccc(C(=O)Nc2ccccc2C(N)=O)o1,8,-14,-14,26
COc1ccc(NC(=O)CSc2nnc(-c3ccccc3)n2Cc2ccco2)cc1OC,-16,5,5,12
CC(C)(C)OC(=O)NCCc1nnc(SCc2c(Cl)cccc2Cl)o1,13,5,5,18
CCC(=O)OCCNc1cc(Sc2nc3ccccc3s2)c2nonc2c1[N+](=O)[O-],52*,42*,/,/
CC(=O)c1coc2c1cc(O)c1ccccc12,0,22,22,23

Full records from above. Screens in order: Yeast growth tox | Yeast growth tox inhibition % | eIF2B yeast act mutant toxicity | eIF2B yeast act
Results for COc1ccc(NC(=O)CSc2nnc(-c3ccccc3)n2Cc2ccco2)cc1OC : -16 | 5 | 5 | 12
Results for C=CCNC(=O)NC(=O)COC(=O)/C(C#N)=C/c1cc(C)n(CCC(C)C)c1C : 11 | 14 | 14 | -8

From PubChem

An excerpt; the hit share may differ from the screen's.
